IDE inh: inhibitors of human insulin-degrading enzyme in cells. AID 434962. actives 0.41% (n = 320,000). inhibition, % at 5.59 µM. HEK cells, FAbetaB cleavage, fluorescence polarization. P14735;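 active = percent inhibition above the average of all tested compounds plus 3 SD, set per screening campaign, cut at about 16% in these data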;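 also: IDE supplied by intact live HEK cells; FP after avidin binding of uncleaved biotin substrate so inhibition keeps polarization high; 0% = DMSO wells and 100% = 60 µM reference IDE inhibitor Ii1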
p-CIP stab down: lowers stability of the mouse p/CIP coactivator protein; Q05BA5; F442A p/CIP-EGFP cells, EGFP fluorescence, 16 h; decrease of EGFP signal, % at 10 µM; actives 0.01% (n = 290,000); AID 1984;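 active = EGFP signal decrease of at least 30% at 10 µM or well 3 SD below plate mean, unless failing retest; inactive = the rest, including hits failing retest or dose response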; also: some compounds called inactive have numbers as strong as hits; many of its hits are not listed in these tables
FID counter: displaces DNA intercalator in HCV helicase counter-screen | DNA fluorescent intercalator displacement, fluorescence | inhibition, % at 7.9 µM | actives 0.17% (n = 290,000) | AID 1845; in the data active = inhibition above about 37%;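 also: 0% = vehicle and 100% = reference compound; higher means more ethidium bromide displaced from hairpin DNA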
NS3 helicase inh: HCV NS3 helicase inhibition; NS3 helicase DNA unwinding, Cy5 molecular beacon fluorescence; inhibition, % at 10.9 µM; actives 0.56% (n = 290,000);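 active = inhibition above the mean of all tested compounds plus 3 SD, set per campaign, cut at about 35% in these data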;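 also: 0% = DMSO wells and 100% = thioflavine S control wells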
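Control set: DMSO versus 110 µM thioflavine S; Material: NS3 helicase fragment of HCV; Measured by: Cy5 fluorescence at 0 and 60 min, beacon hairpin quenching; Read-out basis: percent inhibition from t60/t0 fluorescence ratio; Times: reaction time 60 min, 25 °C; Repeats: single replicate; Compound dosing: single dose, 10.9 µM nominal final, DMSO 0.8% final.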
VIM-2 inh: inhibitors of Pseudomonas aeruginosa VIM-2 metallo-beta-lactamase. purified VIM-2, nitrocefin hydrolysis, epi-absorbance fluorescence. AID 1527. inhibition, % at 5.6 µM. actives 0.89% (n = 290,000);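 active = inhibition above the mean of all tested compounds plus 3 SD, cutoff set per screening run, cut at about 7.5% in these data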;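 also: red hydrolysis product quenches plate fluorescence so inhibitors raise well fluorescence; 0% = enzyme with DMSO and 100% = DMSO without enzyme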
IMP-1 inhibitor: inhibitors of Pseudomonas aeruginosa IMP-1 metallo-beta-lactamase; purified IMP-1, nitrocefin hydrolysis, epi-absorbance fluorescence; inhibition, % at 5.6 µM; actives 0.45% (n = 290,000); AID 1556;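 active = inhibition above the mean plus 3 SD of all compounds in the same screening run, cut at about 4.5% in these data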;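 also: 0% = IMP-1 with DMSO and 100% = DMSO wells lacking enzyme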
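System – purified recombinant IMP-1 beta-lactamase · Input – IMP-1 dispensed at 0.2 nM · Timing – 15 min preincubation plus 25 min reaction at 25 °C · Signal – Epi-absorbance fluorescence, 480 nm excitation, 530 nm emission · Measure – percent IMP-1 inhibition derived from blank-referenced optical density · Controls – Enzyme-plus-DMSO low control, enzyme-free DMSO high control · Replication – singlicate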
PfM18AAP inh: PfM18AAP enzyme inhibition. actives 1.2% (n = 290,000). AID 1822. recombinant PfM18AAP, H-Glu-NHMec fluorogenic cleavage. inhibition, % at 7.35 µM;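 active = inhibition above the campaign mean inhibition over all tested compounds plus 3 SD, cut at about 28% in these data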;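 also: 0% = plate median of test compound wells and 100% = 2 mM ZnCl2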
IDE cell activ: boosts human insulin-degrading enzyme activity in HEK cells; activation, % at 5.96 µM; FAbeta-B cleavage, fluorescence polarization; 0% vehicle, 100% cell-free pure enzyme wells; actives 0.073% (n = 340,000);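 active = activation above the mean of all tested compounds plus 3 SD, set per screening campaign, cut at about 17% in these data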
UBC9 SUMO inh: SUMOylation inhibition | actives 0.36% (n = 290,000) | inhibition, % at 35 µM | HTRF SUMOylation assay, SAE1/SAE2 + UBC9, in vitro | P63279; in the data active = inhibition above about 50%, passing the limit was not always enough; also: strong numbers were not always called active
Target sequence (P63279 whole entry, looked up): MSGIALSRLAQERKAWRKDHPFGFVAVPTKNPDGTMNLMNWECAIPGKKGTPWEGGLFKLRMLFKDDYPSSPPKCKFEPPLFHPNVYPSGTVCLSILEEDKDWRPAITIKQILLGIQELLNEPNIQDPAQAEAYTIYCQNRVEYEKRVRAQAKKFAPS
* marks the source's active call; other numbers are inactive results.

Screening CC(C)(C)n1ncc2c(=O)n(CC(=O)NCc3ccco3)cnc21 returned IDE inh -1, p-CIP stab down -11, FID counter -1, NS3 helicase inh 4, VIM-2 inh -5.0, IMP-1 inhibitor -2.4, PfM18AAP inh 6, IDE cell activ 0 and UBC9 SUMO inh 21.
For CCCc1cc(C(=O)Nc2cnn(Cc3ccc(F)cc3)c2)no1 the results were IDE inh 1, p-CIP stab down -10, FID counter -24, NS3 helicase inh 2, VIM-2 inh -0.4, IMP-1 inhibitor -0.6, PfM18AAP inh -8, IDE cell activ 3 and UBC9 SUMO inh 11.
`COc1cccc(C(=O)Nc2ccc(C(F)(F)F)n(C)c2=O)c1` gave IDE inh -1, p-CIP stab down -7, FID counter -4, NS3 helicase inh 0, VIM-2 inh -2.6, IMP-1 inhibitor -1.1, PfM18AAP inh 3, IDE cell activ -6 and UBC9 SUMO inh 15.
CCOc1ccccc1N1CC(C(=O)N2CCOCC2)CC1=O (configuration not stated) was read as IDE inh 1, p-CIP stab down 0, FID counter -4, NS3 helicase inh 0, VIM-2 inh 1.2, IMP-1 inhibitor -0.9, PfM18AAP inh -8, IDE cell activ 4 and UBC9 SUMO inh -4.
Screening O=C(COC(=O)CNC(=O)c1ccccc1F)Nc1cccc(S(=O)(=O)N2CCCCCC2)c1 returned IDE inh -2, p-CIP stab down 0, FID counter -28, NS3 helicase inh -5, VIM-2 inh -3.2, IMP-1 inhibitor -3.9, PfM18AAP inh 3, IDE cell activ 3 and UBC9 SUMO inh 15.
CC(C)(C)NC(=O)C(c1cccs1)N(Cc1cccs1)C(=O)c1ccc(CN2CCOCC2)o1 (configuration not stated) was read as IDE inh -2, p-CIP stab down 0, FID counter -30, NS3 helicase inh 5, VIM-2 inh -1.7, IMP-1 inhibitor -3.5, PfM18AAP inh 5 and UBC9 SUMO inh 7.
CC1=CSC2=NC(=O)/C(=C/c3cccc(OC(=O)c4ccco4)c3)C(=N)N12 was read as IDE inh -2, p-CIP stab down 3, FID counter -11, NS3 helicase inh 9, VIM-2 inh -9.3, IMP-1 inhibitor -3.9, PfM18AAP inh 6, IDE cell activ 5 and UBC9 SUMO inh 10.
`COc1ccc(N2CCCn3c2nc2c3c(=O)n(CCN3CCOCC3)c(=O)n2C)cc1` gave IDE inh -9, p-CIP stab down -12, IDE cell activ 3 and UBC9 SUMO inh 2.
For C=CCOc1c(CNc2cccc(C(=O)O)c2)cccc1OCC the results were IDE inh -1, p-CIP stab down 1, FID counter -31, NS3 helicase inh 19, VIM-2 inh 0.9, IMP-1 inhibitor -2.1, PfM18AAP inh 6, IDE cell activ 3 and UBC9 SUMO inh 10.
`CSc1nc2ccccc2cc1/C=C(\C#N)c1ccccc1` gave IDE inh -1, p-CIP stab down -1, FID counter -3, NS3 helicase inh 8, VIM-2 inh -1.1, IMP-1 inhibitor -3.0, PfM18AAP inh 13, IDE cell activ 1 and UBC9 SUMO inh 13.
`CCC(=O)c1ccc(OCC(O)CNCCc2ccc(Cl)cc2)cc1` (configuration not stated) gave IDE inh 2, p-CIP stab down -1, FID counter 17, NS3 helicase inh -48, VIM-2 inh 0.8, IMP-1 inhibitor -0.6, PfM18AAP inh -3, IDE cell activ 5 and UBC9 SUMO inh 13.
`O=C1CC(N2CCC(Cc3ccccc3)CC2)C(=O)N1CCc1ccccc1` (configuration not stated) gave IDE inh 4, p-CIP stab down -6, FID counter -24, NS3 helicase inh -2, VIM-2 inh -4.0, IMP-1 inhibitor -2.2, PfM18AAP inh -124, IDE cell activ 0 and UBC9 SUMO inh 3.

Ordered by number of heavy atoms (lowest first): part of the list above.
Screening CC(C)(C)n1ncc2c(=O)n(CC(=O)NCc3ccco3)cnc21 returned IDE inh -1, p-CIP stab down -11, FID counter -1, NS3 helicase inh 4, VIM-2 inh -5.0, IMP-1 inhibitor -2.4, PfM18AAP inh 6, IDE cell activ 0 and UBC9 SUMO inh 21.
`O=C1CC(N2CCC(Cc3ccccc3)CC2)C(=O)N1CCc1ccccc1` (configuration not stated) gave IDE inh 4, p-CIP stab down -6, FID counter -24, NS3 helicase inh -2, VIM-2 inh -4.0, IMP-1 inhibitor -2.2, PfM18AAP inh -124, IDE cell activ 0 and UBC9 SUMO inh 3.
Screening O=C(COC(=O)CNC(=O)c1ccccc1F)Nc1cccc(S(=O)(=O)N2CCCCCC2)c1 returned IDE inh -2, p-CIP stab down 0, FID counter -28, NS3 helicase inh -5, VIM-2 inh -3.2, IMP-1 inhibitor -3.9, PfM18AAP inh 3, IDE cell activ 3 and UBC9 SUMO inh 15.

(further entries)
`O=C(NCc1ccc(F)cc1)C1CCN(S(=O)(=O)c2cccc3nonc23)CC1` gave IDE inh -2, p-CIP stab down 5, FID counter -2, NS3 helicase inh 0, VIM-2 inh -2.9, IMP-1 inhibitor -2.4, PfM18AAP inh 4, IDE cell activ 3 and UBC9 SUMO inh 1.
Cc1ccc(C(=O)Oc2cc(N)n(S(=O)(=O)c3ccc(C)cc3)n2)cc1 was read as IDE inh 7, p-CIP stab down 6, FID counter -11, NS3 helicase inh 0, VIM-2 inh -0.5, IMP-1 inhibitor -0.4, PfM18AAP inh 0, IDE cell activ 2 and UBC9 SUMO inh 7.
For O=S(=O)(N1CCCCC1)N1CCN(CC(O)COc2ccc3cc(Br)ccc3c2)CC1 (configuration not stated) the results were IDE inh 10, p-CIP stab down -1, FID counter -3, NS3 helicase inh -4, VIM-2 inh 0.8, IMP-1 inhibitor -2.0, PfM18AAP inh -11, IDE cell activ -20 and UBC9 SUMO inh -17.
For CCc1nc2sc3ccccc3c(=O)c2c(=O)n1Cc1ccco1 the results were IDE inh 3, p-CIP stab down -18, FID counter -13, NS3 helicase inh 22, VIM-2 inh 4.9, IMP-1 inhibitor -0.8, PfM18AAP inh -12, IDE cell activ 2 and UBC9 SUMO inh 13.
For COc1ccc(-n2nc(C(=O)NCC(=O)NCc3ccco3)c3ccccc3c2=O)c(OC)c1 the results were IDE inh -1, p-CIP stab down 3, FID counter -8, NS3 helicase inh 7, VIM-2 inh -0.4, IMP-1 inhibitor 1.4, PfM18AAP inh 9, IDE cell activ 6 and UBC9 SUMO inh 8.
Screening CCOc1ccc(NC(=O)/C=C/c2ccc(OC)cc2)c([N+](=O)[O-])c1 returned IDE inh 2, p-CIP stab down -2, FID counter -1, NS3 helicase inh -10, VIM-2 inh 0.5, IMP-1 inhibitor -2.1, PfM18AAP inh -4, IDE cell activ -1 and UBC9 SUMO inh 24.
Screening O=C(CSc1nnc(-c2ccccc2)c2ccccc12)NCC1CCCO1 (configuration not stated) returned IDE inh 1, p-CIP stab down 22, FID counter -24, NS3 helicase inh -1, VIM-2 inh -0.1, IMP-1 inhibitor -4.1, PfM18AAP inh 0, IDE cell activ 8 and UBC9 SUMO inh 0.
CCc1cccc(NS(=O)(=O)c2ccc3c(c2)oc(=O)n3C)c1 was read as IDE inh 3, p-CIP stab down -2, FID counter -4, NS3 helicase inh -1, VIM-2 inh 1.9, IMP-1 inhibitor -1.1, PfM18AAP inh -2, IDE cell activ 6 and UBC9 SUMO inh 27.
For CCOCCc1nnc(NC(=O)CN2C(=O)c3ccccc3C2=O)s1 the results were IDE inh -7, p-CIP stab down 1, FID counter -10, NS3 helicase inh -1, VIM-2 inh -3.1, IMP-1 inhibitor -1.7, PfM18AAP inh -3, IDE cell activ 8 and UBC9 SUMO inh -5.
COc1ccccc1NC(=O)CN(Cc1ccco1)C(=O)c1ccc(=O)[nH]c1 was read as IDE inh 5, p-CIP stab down 8, FID counter -8, NS3 helicase inh 20, VIM-2 inh 0.3, IMP-1 inhibitor 1.0, PfM18AAP inh -3, IDE cell activ -1 and UBC9 SUMO inh 12.
Screening O=S(=O)(NCC1CCCO1)c1ccc(Br)s1 (configuration not stated) returned IDE inh 4, p-CIP stab down -8, FID counter -2, NS3 helicase inh 2, VIM-2 inh -0.2, IMP-1 inhibitor -1.7, PfM18AAP inh 2, IDE cell activ 1 and UBC9 SUMO inh 0.
Cc1ccc(-n2cc[nH]c2=S)c(C)c1 was read as IDE inh 3, p-CIP stab down -14, FID counter -4, NS3 helicase inh 10, VIM-2 inh 1.0, IMP-1 inhibitor -2.2, PfM18AAP inh 22 and UBC9 SUMO inh 9.

Pulled by compound from the entries so far, two records:
`O=C(NCc1ccc(F)cc1)C1CCN(S(=O)(=O)c2cccc3nonc23)CC1` gave IDE inh -2, p-CIP stab down 5, FID counter -2, NS3 helicase inh 0, VIM-2 inh -2.9, IMP-1 inhibitor -2.4, PfM18AAP inh 4, IDE cell activ 3 and UBC9 SUMO inh 1.
For CCc1nc2sc3ccccc3c(=O)c2c(=O)n1Cc1ccco1 the results were IDE inh 3, p-CIP stab down -18, FID counter -13, NS3 helicase inh 22, VIM-2 inh 4.9, IMP-1 inhibitor -0.8, PfM18AAP inh -12, IDE cell activ 2 and UBC9 SUMO inh 13.

Next part:
CCOc1ccc(C(=O)CN2CCN(S(=O)(=O)c3ccc(OC)cc3)CC2)cc1 was read as IDE inh 7, p-CIP stab down -9, FID counter -9, NS3 helicase inh -6, VIM-2 inh -2.0, IMP-1 inhibitor -3.4, PfM18AAP inh -9, IDE cell activ -3 and UBC9 SUMO inh 9.
NC(=O)NCc1cccs1 was read as IDE inh 3, p-CIP stab down -8, FID counter 0, NS3 helicase inh -4, VIM-2 inh 2.0, IMP-1 inhibitor -0.6, PfM18AAP inh -4, IDE cell activ 0 and UBC9 SUMO inh 8.
For Cc1cc(=O)oc2cc(NC(=O)c3ccnn3C)ccc12 the results were IDE inh -3, p-CIP stab down -2, FID counter -3, NS3 helicase inh 5, VIM-2 inh -0.7, IMP-1 inhibitor -0.1, PfM18AAP inh -9, IDE cell activ 0 and UBC9 SUMO inh 20.
`CNc1nc(NCc2ccccc2)nc(N)c1[N+](=O)[O-]` gave IDE inh 3, p-CIP stab down 6, FID counter -15, NS3 helicase inh 4, VIM-2 inh -3.0, IMP-1 inhibitor -1.0, PfM18AAP inh 1, IDE cell activ 3 and UBC9 SUMO inh 4.
Screening CC1CCN(C(=O)c2[nH]cnc2C(=O)NCC(=O)OCc2ccccc2)CC1 returned IDE inh -4, p-CIP stab down -12, FID counter -32, NS3 helicase inh 5, VIM-2 inh -1.9, IMP-1 inhibitor -2.1, PfM18AAP inh 4, IDE cell activ 0 and UBC9 SUMO inh 0.
For CCC(=O)c1ccc(OCC(=O)O)cc1 the results were p-CIP stab down 8, FID counter -2, NS3 helicase inh 8, VIM-2 inh -1.8, IMP-1 inhibitor -5.5, PfM18AAP inh -8, IDE cell activ 4 and UBC9 SUMO inh -2.
`COc1cc(NC(=O)C2CCCO2)c(OC)cc1NC(=O)c1ccccc1` (configuration not stated) gave IDE inh 3, p-CIP stab down -2, FID counter -23, NS3 helicase inh 0, VIM-2 inh -0.9, IMP-1 inhibitor -1.9, PfM18AAP inh 4, IDE cell activ -1 and UBC9 SUMO inh -4.
COC(=O)c1ccc(CSc2nnc(Nc3cccc(OC)c3)s2)o1 was read as IDE inh 1, p-CIP stab down 6, FID counter -19, NS3 helicase inh -4, VIM-2 inh -3.7, IMP-1 inhibitor -1.9, PfM18AAP inh 0, IDE cell activ -1 and UBC9 SUMO inh -23.

Screening results: PubChem, several laboratories

Compounds were not picked by outcome; 3.6% or so of the library scored in one or more.
